Compound activity (PubChem)
hERG rescue = hERG (human) protection from proarrhythmic block. Q12809. actives 0.51% (n = 310,000). AID 1511. activation (rescue from dofetilide block), less the hit threshold, % at 10 µM. CHO-hERG, FluxOR thallium flux, dofetilide IC70 present;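 active = activation above the mean of controls blocked by dofetilide plus 5 SD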;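 note: thallium influx through hERG after potassium depolarization seen as dye fluorescence rise; in these data hits start at about 4.7%; inactives centre near -7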
Target sequence (Q12809 whole entry, looked up): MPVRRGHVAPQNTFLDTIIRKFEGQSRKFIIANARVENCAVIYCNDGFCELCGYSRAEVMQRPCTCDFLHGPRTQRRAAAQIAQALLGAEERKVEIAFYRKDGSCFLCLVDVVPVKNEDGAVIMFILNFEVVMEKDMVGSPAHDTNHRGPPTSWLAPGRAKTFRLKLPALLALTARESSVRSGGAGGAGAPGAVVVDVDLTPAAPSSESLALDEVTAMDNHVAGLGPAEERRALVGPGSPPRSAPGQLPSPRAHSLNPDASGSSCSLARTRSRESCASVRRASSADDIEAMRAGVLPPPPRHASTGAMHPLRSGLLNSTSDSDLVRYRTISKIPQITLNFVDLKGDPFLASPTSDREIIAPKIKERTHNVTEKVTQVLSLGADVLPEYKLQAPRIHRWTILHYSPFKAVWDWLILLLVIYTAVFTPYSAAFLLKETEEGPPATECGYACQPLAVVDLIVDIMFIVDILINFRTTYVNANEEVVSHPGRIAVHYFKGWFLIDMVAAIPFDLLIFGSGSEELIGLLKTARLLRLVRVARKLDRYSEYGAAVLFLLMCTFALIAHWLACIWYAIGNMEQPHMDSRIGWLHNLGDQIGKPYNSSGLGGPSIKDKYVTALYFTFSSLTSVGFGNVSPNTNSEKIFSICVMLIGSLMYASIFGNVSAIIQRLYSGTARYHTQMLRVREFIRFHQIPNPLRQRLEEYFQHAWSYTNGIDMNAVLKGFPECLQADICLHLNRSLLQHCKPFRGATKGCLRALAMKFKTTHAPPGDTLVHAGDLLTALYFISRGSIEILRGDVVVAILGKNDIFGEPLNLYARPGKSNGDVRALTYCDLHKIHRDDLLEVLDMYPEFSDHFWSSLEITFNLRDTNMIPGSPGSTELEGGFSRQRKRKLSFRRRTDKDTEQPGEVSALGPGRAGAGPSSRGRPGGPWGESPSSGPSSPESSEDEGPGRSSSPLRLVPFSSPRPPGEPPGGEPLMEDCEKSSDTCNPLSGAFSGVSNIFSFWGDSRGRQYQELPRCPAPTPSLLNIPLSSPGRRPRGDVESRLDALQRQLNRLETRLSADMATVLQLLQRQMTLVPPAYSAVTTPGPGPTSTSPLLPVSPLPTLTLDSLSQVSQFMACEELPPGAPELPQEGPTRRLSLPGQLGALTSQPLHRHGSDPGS
KCNQ1 act = potentiators or activators of human KCNQ1 potassium channel; AID 2648; B-score at 10 µM; actives 0.35% (n = 310,000); CHO-K1 KCNQ1, thallium flux FluxOR fluorescence; stronger effect = higher value; P51787;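 active = fluorescence ratio B-score, a plate-corrected score, at least three library SD, with initial intensity B-score within 5 SD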
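Material: CHO-K1 cells stably expressing KCNQ1. Medium: assay buffer for compound exposure, DMSO matched across wells. Reagent: K+/Tl+ depolarizing stimulus. Compound dosing: single-concentration screen. Times: 37 °C overnight plating, 90-min dark dye load, 20-min compound pretreatment. Technique: FluxOR Tl+ flux fluorescence.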
TMEM16A act = activators or potentiators of mouse TMEM16A chloride channel. Q8BHY3. HEK293 TMEM16A/YFP-H148Q/I152L, iodide quench fluorescence; stronger effect = lower value. B-score at 10 µM. actives 0.3% (n = 340,000);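 active = fluorescence-ratio B-score plate-corrected deviation score at least 3 library SD below zero, with starting fluorescence score within 5 deviations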;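 note: channel opened by trigger with iodide after compound preincubation; score built on the fluorescence ratio of max minus min over baseline; more negative score means more quench and so TMEM16A activation or potentiation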
KCNK3 block = human KCNK3 channel inhibition, primary screen; CHO-KCNK3 thallium flux, FluxOR fluorescence; stronger effect = lower value; B-score at 10 µM; actives 0.84% (n = 340,000);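 active = B-score under library mean minus 4 SD, starting fluorescence ratio at most library mean plus 5 SD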;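 note: more negative B-score means stronger inhibition of thallium flux through KCNK3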
KCNQ1 inh = inhibitors of human KCNQ1 potassium channel; P51787; CHO-K1 KCNQ1, FluxOR thallium flux fluorescence; stronger effect = higher value; B-score at 10 µM; actives 1.3% (n = 310,000); AID 2642;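 active = compounds whose thallium flux B-score, printed positive for inhibition, exceeds three library SD while starting fluorescence stays within three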;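 note: channel opened by potassium depolarization with thallium stimulus after 20 min compound exposure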
TRPC4 potent = TRPC4 (mouse) allosteric potentiation; Q9QUQ5; HEK293 TRPC4beta/mu-opioid, DAMGO EC20, Fluo-4 Ca2+ flux; stronger effect = higher value; B-score at 10 µM; actives 0.42% (n = 310,000);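 active = B-score of calcium response area above 5 SD of library B-scores, with initial fluorescence ratio within 5 SD of library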;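 note: B-score of integrated fluorescence ratio over time as area under calcium response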
KCNK9 block = blocks the human KCNK9 two-pore domain potassium channel. actives 1.2% (n = 310,000). AID 488922. HEK293 KCNK9, FluxOR thallium flux fluorescence; stronger effect = lower value. Q9NPC2. B-score at 10 µM;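 active = ratio B-score over 3 SD below the library mean, with starting fluorescence within 5 SD of its mean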;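 note: negative B-score means less thallium flux so channel inhibition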
DYRK1A inh = inhibitors of rat Dyrk1A kinase. Q63470. ADP-Glo luminescence, NFATc1 peptide. inhibition, % at 12.5 µM. actives 0.43% (n = 310,000); in the data active = inhibition above about 50%;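 note: plate controls were vehicle with enzyme for no effect and no enzyme for full effect; many of its hits are not listed in these tables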
TRPC4 agonist = opens the mouse TRPC4 cation channel; Q9QUQ5; HEK293 TRPC4beta/mu-opioid, Fluo4 calcium fluorescence; stronger effect = higher value; B-score at 10 µM; actives 0.49% (n = 310,000);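 active = B-score above 5 SD of library B-scores, and initial fluorescence ratio not above library mean plus 5 SD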;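 note: positive B-score marks a calcium rise read as TRPC4 activation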
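Assay system: HEK293 stable line with TRPC4beta plus mu-opioid receptor. Times: dye 45 min RT, read 110 s. Measured by: kinetic Fluo4 calcium fluorescence. Measure: B score of integrated ratio. Controls: assay buffer as low control, maximal DAMGO as high control.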
TMEM16A inh = inhibitors of mouse TMEM16A calcium-activated chloride channel. Q8BHY3. HEK293 TMEM16A/YFP iodide influx fluorescence, ionomycin. normalized B-score (activity score, 25-100; higher = stronger inhibition) at 10 µM. actives 1.2% (n = 310,000);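 active = ratio plate-corrected score three or more library SD toward inhibition, starting fluorescence score within five deviations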;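 note: score derived from kinetic fluorescence span divided by baseline fluorescence per well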
HDAC3 inhib = blocks human histone deacetylase 3 | O15379 | recombinant HDAC3, fluorogenic peptide/trypsin coupled, fluorescence | inhibition, % at 8.3 µM | actives 0.15% (n = 320,000) | AID 2718; in the data active = inhibition above about 26%, passing the limit was not always enough; inconclusive = no clear call, values can overlap the other calls
Active calls of the source: *; i = inactive; u = inconclusive; x = no result given.

SMILES	hERG rescue	KCNQ1 act	TMEM16A act	KCNK3 block	KCNQ1 inh	TRPC4 potent	KCNK9 block	DYRK1A inh	TRPC4 agonist	TMEM16A inh	HDAC3 inhib
O=S1(=O)CCOCCCN1Cc1ccccc1F	-8	i	i	i	i	i	i	18	i	i	-11
COc1ccc(CNC(=O)CNC(=O)N2CC(=O)Nc3ccccc32)cc1	-3	i	i	i	i	i	i	-3	i	i	4
Cc1cccc(Cn2c(C)nc3ccc([N+](=O)[O-])cc3c2=O)c1	-4	i	i	i	i	i	i	0	i	i	-2
CCc1ccc(C2c3[nH]c4ccccc4c3CCN2C(=O)c2cc(C)nn2C)cc1 (centres undefined)	-15	i	i	i	i	i	i	5	i	i	11
CNC(=S)NNc1nc(-c2ccccc2)c2cc(Cl)ccc2n1	-7	i	i	i	i	i	i	18	i	i	1
CC[C@H](C)[C@@H](CNC)NC[C@@H](Cc1ccc(O)cc1)NCC(C)(C)C	-10	i	i	i	i	i	i	4	i	i	-2
CC(=O)Nc1ccc(NC(=O)c2ccc(-n3c(C)ccc3C)cc2)cc1	-2	i	i	i	i	i	i	2	i	i	-1
COc1ccc(C(=O)NCCNc2ccc([N+](=O)[O-])cc2)cc1	-11	i	i	i	i	i	i	-2	i	i	5
CC(C(=O)Nc1ccc(S(=O)(=O)N2CCOCC2)cc1)N1CCN(c2ccccn2)CC1 (centres undefined)	-10	i	i	i	i	i	i	x	i	i	4
Cc1ccc(NC(=O)CCl)c(C)c1	-6	i	i	i	i	i	i	x	i	i	0
O=C(Nc1ccccn1)c1ccc(S(=O)(=O)c2ccc(Cl)cc2)cc1	-13	i	i	i	i	i	i	0	i	i	-1
CCN(CC)C(=O)C1CCCN(c2ccc([N+](=O)[O-])cc2[N+](=O)[O-])C1 (centres undefined)	-15	i	i	i	i	i	i	0	i	i	2
CCCn1nc(NC(=O)CC(C)C)c2cc3cccc(C)c3nc21	-5	i	i	i	i	i	i	10	i	i	1
COc1ccc(CN2CCNC(=O)C2CC(=O)N(C)Cc2ccccn2)cc1OC (centres undefined)	-6	i	i	i	i	i	i	-6	i	i	-2
CCn1c2ccccc2c2cc(NC(=O)C/C(C)=N/NC(=O)c3ccccc3N)ccc21	-15	i	i	i	i	i	i	-1	i	i	-1
N#Cc1ccccc1OCCCNC1CCCC1	-10	i	i	i	i	i	i	-1	i	i	-5
O=C(CN1C(=O)NC2(CCCCCC2)C1=O)Nc1ccc2c(c1)CCC2	-9	i	i	i	i	i	i	-3	i	i	2
CCCCN1C(C(=O)Nc2ncccn2)=C(O)c2ccccc2S1(=O)=O	-5	i	i	i	i	i	i	2	i	i	6
S=c1[nH]nc(-c2cccnc2)n1/N=C/c1ccco1	-18	i	i	i	i	i	i	10	i	i	9
Cc1onc(-c2ccccc2Cl)c1C(=O)Nc1nnc(-c2ccc(Cl)cc2Cl)s1	-9	i	i	i	8*	i	i	5	i	i	-54
NC(=O)c1nsc(C(=O)N(CC(=O)NCc2ccc3c(c2)OCO3)C2CCCC2)c1N	-12	i	i	i	i	i	i	-5	i	i	-2
Cc1no[n+]([O-])c1COc1cccc(/C=N/Nc2nncn2N)c1	-13	i	i	i	i	i	i	10	i	i	6
COc1ccc(C(=O)NC(=S)NC2CCSC2=O)cc1 (centres undefined)	-12	i	i	i	i	i	i	3	i	i	u
COc1ccc2cc(CN(CC3COCCO3)S(=O)(=O)c3ccc(Cl)cc3)c(=O)[nH]c2c1 (centres undefined)	-4	i	i	i	i	i	i	-1	i	i	0
Cc1nc(CC(C)C)cc(C(=O)N2CCCC(Nc3ccc(C)c(C)c3)C2)n1 (centres undefined)	-1	i	i	i	i	i	i	-5	i	i	6
(listing goes on)
SMILES	hERG rescue	KCNQ1 act	TMEM16A act	KCNK3 block	KCNQ1 inh	TRPC4 potent	KCNK9 block	DYRK1A inh	TRPC4 agonist	TMEM16A inh	HDAC3 inhib
O=C1CCC(C(=O)Nc2cccc(Oc3ccccc3)c2)=NN1	0	i	i	i	i	i	i	x	i	i	-1
c1ccc(CO/N=C(\c2ccc(C3CC3)nc2)C2CC2)cc1	-10	i	i	i	i	i	i	-2	i	i	5
Nc1n[nH]c(-c2ccc(Br)cc2)c1Cl	-2	i	i	i	i	i	i	8	i	i	-3
C/C(=N/O)c1c(O)c(C)c(-c2ccccc2)n(-c2ccccc2)c1=O	-11	i	i	i	i	i	i	2	i	i	-2
CC1=NN(c2ccc(C(=O)OC(C)C)cc2)C(=O)/C1=C\C=C\c1ccco1	-8	i	i	i	i	i	i	x	i	i	-1
O=[N+]([O-])/C=C1\CCCCCN1	-5	i	i	i	i	i	i	8	i	i	-6
CN1CCc2c(sc(N)c2C(=O)c2ccc(Cl)cc2)C1	-3	i	i	i	i	i	i	7	i	i	-1
CCOc1ncccc1C(=O)N(CC)CC(=O)Nc1ccc(NC(C)=O)cc1	-3	i	i	i	i	i	i	0	i	i	1
COc1ccc(C2=NN(C(=O)CSc3ncccn3)C(c3ccc(C)cc3)C2)cc1 (centres undefined)	-6	i	i	i	i	i	i	-5	i	i	5
CN(C(=O)c1ccc2nccnc2c1)C1CCCCC1	-8	i	i	i	i	i	i	4	i	i	7
Cc1cc(C)c2c(n1)nn1c(NCCCN(C)C)cc(C)nc21	-1	i	i	i	i	i	i	5	i	i	-151
CCN(CC(=O)Nc1c(F)cccc1F)C(=O)c1ccc(C2SCCS2)cc1	-14	i	i	i	i	i	i	x	i	i	62*
COc1ccc(/C(C)=N/Nc2nc3ccccc3nc2C)cc1	-2	i	i	i	i	i	i	-3	i	i	7
COc1ccc(CNC(=O)C2=C(C)C(=O)OC23CCC(C)CC3)cc1 (centres undefined)	-6	i	i	i	i	i	i	5	i	i	6
COC(=O)c1ccc(COC(=O)CNC(=O)CNC(=O)c2ccc(OC)cc2)cc1	-7	i	i	i	i	i	i	x	i	i	-6
CCCCN1C2CCCC1CC(NC(=O)c1cccc(OC)c1)C2 (centres undefined)	-9	i	i	i	i	i	i	2	i	i	0
CCOc1cc(C2NC(=O)CCC2[N+](=O)[O-])cc(Br)c1OCC (centres undefined)	-10	i	i	i	i	i	i	-1	i	i	-4
CCCn1c(=O)n(C)c(=O)c2c(SC(C)C(=O)NCC3CCCO3)nc(CC(C)C)nc21 (centres undefined)	-13	i	i	i	i	i	i	-7	i	i	2
COc1cc(NC(=O)COc2ccc(F)cc2)nc(OC)n1	-1	i	i	i	i	i	i	-7	i	i	5
Cc1ccc(NS(=O)(=O)c2ccc3c(c2)N(C)CCO3)cc1	-9	i	i	i	i	i	i	x	i	i	1
O=C(CN1C(=O)NC2(CCCCCCC2)C1=O)NC1CCCc2ccccc21 (centres undefined)	-4	i	i	i	i	i	i	0	i	i	0
CCOc1ccc(N2CC(C(=O)Nc3nnc(Cc4ccccc4)s3)CC2=O)cc1 (centres undefined)	-6	i	i	i	i	i	i	-4	i	i	18
CC(C)(C)NC(=O)CSc1nnc(CN2CCCCCC2=O)n1-c1ccccn1	-8	i	i	i	i	i	i	-7	i	i	2
COc1ccc2nc(SCC(=O)Nc3ccc(S(=O)(=O)Nc4nccc(C)n4)cc3)[nH]c2c1	-7	i	i	i	i	i	i	32	i	i	1
COc1cccc(CNCCc2c[nH]c3ccccc23)c1OCc1ccccc1F	-16	i	i	i	8*	i	-8.2*	5	i	100*	1

Full records as entered above.
CN1CCc2c(sc(N)c2C(=O)c2ccc(Cl)cc2)C1 across the screens: hERG rescue: -3; KCNQ1 act: i; TMEM16A act: i; KCNK3 block: i; KCNQ1 inh: i; TRPC4 potent: i; KCNK9 block: i; DYRK1A inh: 7; TRPC4 agonist: i; TMEM16A inh: i; HDAC3 inhib: -1
CCCn1c(=O)n(C)c(=O)c2c(SC(C)C(=O)NCC3CCCO3)nc(CC(C)C)nc21 (centres undefined) across the screens: hERG rescue: -13; KCNQ1 act: i; TMEM16A act: i; KCNK3 block: i; KCNQ1 inh: i; TRPC4 potent: i; KCNK9 block: i; DYRK1A inh: -7; TRPC4 agonist: i; TMEM16A inh: i; HDAC3 inhib: 2

(more compounds)
SMILES	hERG rescue	KCNQ1 act	TMEM16A act	KCNK3 block	KCNQ1 inh	TRPC4 potent	KCNK9 block	DYRK1A inh	TRPC4 agonist	TMEM16A inh	HDAC3 inhib
CC(=O)N/C(=C/c1ccc([N+](=O)[O-])cc1)C(=O)O	-7	i	i	i	i	i	i	-1	i	i	5
N#Cc1ccsc1NC(=O)CN1CCN(S(=O)(=O)c2ccc3ccccc3c2)CC1	-14	i	i	i	i	i	i	-1	i	i	-7
Cc1ccc(OCCn2cc(/C=C3\C(=O)NN(c4ccccc4)C3=O)c3ccccc32)cc1	-10	i	i	i	i	i	i	-8	i	i	-10
O=C(CN1C(=O)NC2(CCCC2)C1=O)NNC(=O)c1ccc(F)cc1	-12	i	i	i	i	i	i	-6	i	i	-4
OC1CC(c2ccco2)NC2(CCCCC2)C1 (centres undefined)	-2	i	i	i	i	i	i	9	i	i	-2
CC(C)(C)OC(=O)N1CCCN(C(=O)c2ccc(Cl)cc2)CC1	-4	i	i	i	i	i	i	-1	i	i	-3
N#Cc1ccc(NC(=O)COC(=O)C2=COCCO2)cc1	-7	i	i	i	i	i	i	-4	i	i	-2
Cc1c(C(=O)NCc2cccnc2)oc2ccc(S(=O)(=O)N3CCCCCC3)cc12	-24	i	i	i	i	i	i	-5	i	i	3
COC(=O)c1c(NC(=O)CC2Sc3ccc(C(F)(F)F)cc3NC2=O)sc(C)c1C (centres undefined)	-12	i	i	i	i	i	i	-1	i	i	8
Cc1ccc(C)c(NC(=O)COc2coc(CN3CCc4ccccc4C3)cc2=O)c1	-13	i	i	i	i	i	i	-5	i	i	x
Cc1cc(NC(=O)CSc2nc(C3CC3)nc3sc4c(c23)CCC(C)C4)no1 (centres undefined)	-3	i	x	x	i	i	i	x	i	i	4
CCN(CC)C(=O)CSc1nnnn1-c1ccc(F)c(Cl)c1	-1	i	i	i	i	i	i	-2	i	i	7
CN1CCN(CC(=O)N(C)c2nc(-c3ccccc3)cs2)CC1	-10	i	i	i	i	i	i	1	i	i	-5
CC(C)CC(=O)OCC(=O)Nc1ccccc1Sc1ccccc1	-2	i	i	i	i	i	i	2	i	i	-1
CSc1nnc(Cn2c(=O)sc3ccccc32)n1-c1cccc(Cl)c1	-10	i	i	i	i	i	i	13	i	i	-5
C=CCn1c(SCC(=O)Nc2ccc3c(c2)OCO3)nnc1-c1cc(Br)ccc1O	-7	i	i	i	i	i	i	-11	i	i	13
Cc1cc(C(=O)N2CCCC(C(=O)c3ccc4ccccc4c3)C2)nn1C (centres undefined)	-6	i	i	i	i	i	i	0	i	i	-2

A portion of the library. The share of hits here may be higher or lower than overall.
